Screening data deposited in PubChem by NCI.
All columns: NCI-60 one-dose screen, growth in % after 48 h at 10 µM unless noted; 100 = growth as untreated, 0 = no growth, -100 = all killed.
HT29: HT29 colon cancer; hit rate 7.4% among 81,000; AID 1794748
NCI-H322M: NCI-H322M lung cancer; hit rate 2.7% among 80,000; AID 1794733
NCI-H226: NCI-H226 lung cancer; AID 1794732; hit rate 3.5% among 79,000
COLO 205: COLO 205 colon cancer. hit rate 7.3% among 79,000. AID 1794742
NCI-H522: NCI-H522 lung cancer | hit rate 8% among 78,000 | AID 1794739
NCI/ADR-RES: NCI/ADR-RES ovarian cells; AID 1794790; hit rate 4.4% among 81,000
HCT-15: HCT-15 colon cancer; hit rate 5.2% among 82,000; AID 1794746
NCI-H460: NCI-H460 lung cancer | hit rate 6.8% among 82,000 | AID 1794736
HCT-116: HCT-116 colon cancer. AID 1794798. hit rate 7.3% among 82,000
Starred values were filed as active, the others as inactive; x = no result given; & = joins results of further samples. How the source made its calls: active means growth percent below 10; inactive means the rest.

SMILES	HT29	NCI-H322M	NCI-H226	COLO 205	NCI-H522	NCI/ADR-RES	HCT-15	NCI-H460	HCT-116
COc1cc2oc3c(C)c(=O)cc4oc(-c5ccccc5)cc(c2c2c1CCC(c1ccccc1)O2)c43 (stereo not drawn)	109	112	121	109	109	121	101	113	115
N#CC1=C(N)Oc2[nH]c(=S)sc2C1c1c[nH]c2ccccc12 (stereo not drawn)	87	x	78	107	82	95	96	99	86
CCOc1cc(CC(=O)N[C@@H](CC(C)C)c2ccccc2N2CCCCC2)ccc1C(=O)O	108	x	103	113	x	102	94	103	104
O=c1[nH]c(C(F)(F)C(F)(F)C(F)(F)F)no1	104	111	102	102	100	110	103	110	111
COC(=O)c1c(C(=O)OC)c2ccc3c4ccccc4ccc3n2c1C(N)=O	95	75	68	81	94	79	77	57	81
CCOC(=O)c1cnn(CC(O)CC)c1NC(=O)NCc1cccc(F)c1 (stereo not drawn)	95	95	96	120	74	100	102	105	92
CCOC(=O)CC[C@H](NC(=O)c1ccc(NC)c2ccccc12)C(=O)OCC	105	106	100	106	91	104	96	101	92
OCCc1nc2ccccc2[nH]1	104	90	96	119	104	104	107	107	x
O=P(Cc1ccccc1)(Cc1ccccc1)c1ccccc1	93&93	89	x	103&105	77&86	99&96	111&108	106&107	96&98
O=c1c(OCc2ccccc2)cccn1Cc1ccccc1	101	94	95	109	102	x	101	103	106
O=C(CSc1cc[n+](CCCCCF)c2ccccc12)n1ccc2ccccc21	113	91	87	102	97	108	97	98	98
CCC(CN(C(=O)c1ccc([N+](=O)[O-])cc1)C1CCCCC1)OC(=O)c1ccc([N+](=O)[O-])cc1 (stereo not drawn)	42	77	65	61	53	50	66	69	39

Record cards (already shown):
OCCc1nc2ccccc2[nH]1 is entered as HT29 = 104; NCI-H322M = 90; NCI-H226 = 96; COLO 205 = 119; NCI-H522 = 104; NCI/ADR-RES = 104; HCT-15 = 107; NCI-H460 = 107; HCT-116 = x
CCOc1cc(CC(=O)N[C@@H](CC(C)C)c2ccccc2N2CCCCC2)ccc1C(=O)O is entered as HT29 = 108; NCI-H322M = x; NCI-H226 = 103; COLO 205 = 113; NCI-H522 = x; NCI/ADR-RES = 102; HCT-15 = 94; NCI-H460 = 103; HCT-116 = 104
N#CC1=C(N)Oc2[nH]c(=S)sc2C1c1c[nH]c2ccccc12 (stereo not drawn) is entered as HT29 = 87; NCI-H322M = x; NCI-H226 = 78; COLO 205 = 107; NCI-H522 = 82; NCI/ADR-RES = 95; HCT-15 = 96; NCI-H460 = 99; HCT-116 = 86

Fetched by structure from above (2):
SMILES	HT29	NCI-H322M	NCI-H226	COLO 205	NCI-H522	NCI/ADR-RES	HCT-15	NCI-H460	HCT-116
COC(=O)c1c(C(=O)OC)c2ccc3c4ccccc4ccc3n2c1C(N)=O	95	75	68	81	94	79	77	57	81
COc1cc2oc3c(C)c(=O)cc4oc(-c5ccccc5)cc(c2c2c1CCC(c1ccccc1)O2)c43 (stereo not drawn)	109	112	121	109	109	121	101	113	115

(next part)
SMILES	HT29	NCI-H322M	NCI-H226	COLO 205	NCI-H522	NCI/ADR-RES	HCT-15	NCI-H460	HCT-116
S=C(NNC(=S)Nc1ccc(Cl)cc1)Nc1ccc(Cl)cc1	64	77	91	96	77	93	45	88	91
O=C1OC(=O)c2ccc(-c3ccc4ncn(C5CCCCC5)c4c3)c3cccc1c23	98	88	101	108	80	99	103	105	94
CCSc1nc(-c2ccc(OCc3ccccc3)cc2)c(C#N)c(=O)[nH]1	101	98	82	102	75	109	40	50	56
COC(=O)[C@]12CC[C@@H](C)[C@H](C)[C@@H]1C1=CC[C@@H]3[C@@]4(C)C(C#N)=CC(C)=C4CC[C@@]3(C)[C@]1(C)CC2	74	108	83	86	78	89	90	89	68
Cc1ccccc1C(c1ccccc1Cl)N(C)C (stereo not drawn)	108	97	96	101	x	108	105	109	96
CCN(CC)c1ccc(/C=N/NC(=O)c2ccc(NS(C)(=O)=O)cc2)cc1	32	27	52	14	22	58	20	8.9*	21
Cc1c(O)c(=O)ccn1-c1ccc(N)cc1	105	98	107	119	106	76	82	99	106
CCOC(=O)c1cc(OCC)c(OCC)c(OCC)c1N	108	120	94	104	114	106	100	103	100
CCOC(=O)C1=C(CSC(=S)N2CCCCC2)N(C)C(=O)NC1c1ccccc1 (stereo not drawn)	89	86	82	108	75	89	66	91	66
COc1ccccc1NC(=O)N/C(N)=N/c1nc2ccccc2s1	8.2*	42	63	-3.4*	4.2*	4.9*	16	10	13
CCOC(=O)/C=C/c1sc(-c2ccc(C)cc2)cc1N	84	97	83	101	62	72	60	93	81
O=C(/C=C1\C=CN(CCCF)c2ccccc21)n1ccc2ccccc21	101	91	101	100	85	95	99	101	91
O=C(Nc1ccc(N2CCOCC2)cc1)c1cncnc1Nc1ccc2c(ccn2Cc2cccc(F)c2)c1	96	94	103	105	83	95	86	97	94
C=C(C)C(=O)N(C)c1cccc(Br)c1C	98	101	103	99	89	100	91	99	97
COC(=O)[C@]1(Cc2ccccc2)[C@H](C)C(=O)N1[C@@H](C(=O)NC(C)(C)C)c1ccc(OC)cc1	99	93	95	104	87	105	97	105	86
O=C1c2c(O)ccc(O)c2C(=O)c2c(O)c(O)cc(O)c21	115	112	103	x	108	x	110	113	92
COc1ccc2[nH]cc(-c3nnc(N)nc3-c3c[nH]c4ccc(OC)cc34)c2c1	115	99	94	111	97	110	111	104	105
COC1CC(N)C(O)C(C)O1 (stereo not drawn)	x	115	99	108	88	99	99	108	106
CN1CCCC1=O	99	86	102	117	x	111	110	105	109
CC(C)(C)n1cc(-c2ccnc(NCCNS(=O)(=O)c3ccc(Cl)cc3)c2)c(-c2cccc(O)c2)n1	17	85	68	-7.9*	68	68	15	28	45
O=C(O)c1cc2ccccc2s1	110	110	98	113	107	108	106	104	105
O=C(NC(Cc1ccccc1)C(=O)O)OCc1ccccc1 (stereo not drawn)	107&113	94&101	97&90	115&107	101	107&109	105&101	107&101	110&100
O=C(O)c1cccc(F)n1	102	105	104	114	97	106	103	105	106
CCOC(=O)c1ccc2c(c1)[n+](=O)c(C(=O)Nc1ccccc1)c(C)n2[O-]	104	96	94	108	68	88	93	83	92
NS(=O)(=O)c1ccc(Nc2nc(N/N=C/c3ccccn3)nc(Nc3ccccc3)n2)cc1	6.3*	-9.9*	-49*	-42*	-33*	49	18	3.8*	-30*
COc1cccc(C(=O)Nc2ccc(-c3nc4ccccc4[nH]3)cc2)c1	80	82	x	98	85	78	96	94	73
COC(=O)c1ccc(-c2c(-c3ccccc3)c(-c3ccccc3)c3c(N)c(C(=O)OC)oc3c2F)cc1	111	105	114	120	89	93	84	92	88
CNC(=O)OCC1CC=CCC1 (stereo not drawn)	98	126	99	113	106	99	97	111	97
CC(=O)O[C@H]1CC[C@@]2(C)C(=CC[C@@H]3[C@@H]2CC[C@]2(C)c4nc5ccccc5nc4C(=O)C[C@@H]32)C1	94	97	91	107	75	88	60	97	93
O=c1oc2c(Br)cc(Br)cc2cc1-c1cc(-c2ccc(-c3cc(-c4cc5cc(Br)cc(Br)c5oc4=O)nc(-c4cc5cc(Br)cc(Br)c5oc4=O)c3)cc2)cc(-c2cc3cc(Br)cc(Br)c3oc2=O)n1	91	97	102	110	87	98	111	105	99
Cn1nc(-c2ccccc2)c(C#N)c1Nc1ccccc1	93	104	103	103	63	98	100	107	94
C=CCn1c(SCC(=O)Nc2ccc(/C(C)=N/O)cc2)nnc1-c1cc(-c2ccc(S(N)(=O)=O)cc2)nc2ccccc12	105	97	84	94	69	99	96	91	78
C[C@@H]1[C@H]2[C@H](C=C3[C@@H]4CC[C@H]5Cc6nc7c(nc6C[C@]5(C)[C@H]4C[C@@H](O)[C@@]32C)C[C@@H]2CC[C@H]3C4=C[C@@H]5O[C@@]6(CC[C@](C)(CO)O6)[C@@H](C)[C@@]5(O)[C@@]4(C)[C@H](O)C[C@@H]3[C@@]2(C)C7)O[C@]12CCC(C)(C)O2	-15*	28	21	-39*	x	54	11	0.3*	9.7*
COc1cc(CNC(=O)[C@]23CCC(C)(C)CC2C2=CCC4[C@@]5(C)CCC(OC(C)=O)C(C)(C)C5CC[C@@]4(C)[C@]2(C)CC3)ccc1OCc1cn(-c2ccc(C#N)cc2)nn1 (stereo partly drawn)	99	96	100	111	85	115	107	101	96
COc1ccc(S(=O)(=O)N2CCN(S(=O)(=O)c3oc(-c4ccc(C)cc4)nc3C#N)CC2)cc1	118	103	102	119	102	104	94	104	96
O=C(NO)c1ccc(Cn2c3c(c4cc(F)ccc42)S(=O)(=O)CC3)cc1	97	106	84	98	82	99	99	102	103
CCNc1cc(-c2cccc(OC(F)(F)F)c2)nc2ccc(N3CCCC3)cc12	4.8*	22	37	-66*	-17*	0.3*	4.9*	1.0*	-16*
C=C(C)[C@@H]1CC[C@]2(C(=O)O)CC[C@]3(C)[C@H](CC[C@@H]4[C@@]5(C)C[C@@H](Cc6cn(C7OC(CO)C(O)C(O)C7O)nn6)[C@H](O)C(C)(C)[C@@H]5CC[C@]43C)[C@@H]12 (stereo partly drawn)	97	106	100	108	91	106	103	112	91
Fc1ccc(/C=N\N=C(N/N=C/c2ccc(F)cc2)N/N=C/c2ccc(F)cc2)cc1	107	73	99	112	92	62	71	83	76
O=C(O)c1ccccc1Cl	84&102	108&104	107&104	108&109	83&97	109&101	104&107	111&107	103&108
CC1(CO)CCCC12OCCO2 (stereo not drawn)	99	107	100	114	93	113	101	105	105
O=c1/c(=C/c2ccc(Cl)cc2Cl)sc2nc(-c3ccccc3)nn12	116	127	99	132	99	112	101	107	107
Nc1ccc(C2=NNC(=O)Cc3cc4c(cc32)OCCO4)c(Cl)c1	119	95	97	128	96	106	100	121	98
CCCCC(CC)CCC(CC(C)C)NC(=S)NC(CCC(CC)CCCC)CC(C)C (stereo not drawn)	81	107	84	107	x	111	112	100	71
CC(C)(C)c1ccc(NCc2cn(-c3ccc(C(=O)O)cc3)nc2-c2ccccc2)cc1	96	x	95	99	83	80	77	94	89
Clc1ccccc1CNc1c2ccccc2nc2ccccc12	5.5*	27	39	0.5*	28	24	14	8.8*	8.1*
CCOCCc1ccncc1	99	106	97	104	89	98	96	113	97
C[C@@H]1C[C@@]2(C)C(=CC1=O)CC[C@@H]1[C@@H]2C(=O)C[C@@]2(C)[C@H]1CC[C@]2(O)C(=O)CO	98	107	101	115	90	107	97	106	111

Molecules above that have bromine:
SMILES	HT29	NCI-H322M	NCI-H226	COLO 205	NCI-H522	NCI/ADR-RES	HCT-15	NCI-H460	HCT-116
C=C(C)C(=O)N(C)c1cccc(Br)c1C	98	101	103	99	89	100	91	99	97
O=c1oc2c(Br)cc(Br)cc2cc1-c1cc(-c2ccc(-c3cc(-c4cc5cc(Br)cc(Br)c5oc4=O)nc(-c4cc5cc(Br)cc(Br)c5oc4=O)c3)cc2)cc(-c2cc3cc(Br)cc(Br)c3oc2=O)n1	91	97	102	110	87	98	111	105	99

(cont.)
SMILES	HT29	NCI-H322M	NCI-H226	COLO 205	NCI-H522	NCI/ADR-RES	HCT-15	NCI-H460	HCT-116
Clc1ncccn1	110	98	92	137	99	103	106	97	100
CC/C=C/C(C(=O)OCC)(C(=O)OCC)C(C)CC (stereo not drawn)	104	117	109	112	99	109	97	115	98
COc1ccc(-c2nc(SCC(=O)c3ccc(Cl)cc3)[nH]c(=O)c2C#N)cc1	94	98	80	103	74	91	93	102	89
Cc1ccc(Nc2nnc(SCC#N)s2)cc1	x	110	91	96	93	96	108	x	86
COc1ccc(COc2ccc(Nc3ncnc4onc(-c5ccccc5)c34)cc2)cc1	83	102	x	106	73	90	99	101	101
CCC[N+](CCC)(CCC)Cc1ccccc1	96	128	107	111	102	111	90	107	101
O=C(O)C1CC1c1ccc(Cl)cc1 (stereo not drawn)	104	109	99	103	94	105	109	105	103
O=C(Nc1ccc(Cl)c(Cl)c1)Nc1ccc([N+](=O)[O-])cn1	112	109	119	124	94	103	102	104	89
